# XiGFP reactiv: X-chromosome reactivation activator; 360,000 tested, 0.055% active; XiGFP mouse fibroblasts, % GFP-positive cells imaging, 3 d; cells co-treated with 5-aza-dC sensitizer; scaled so ellipticine positive control = 100%; activation, % at 7.58 µM;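 active = mean normalized replicate activation at least 10% and every replicate at or above 10%; inconclusive = only one of the two criteria met; inactive = mean below 10% and not all replicates reach 10%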;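 note: 0% = median of on-plate neutral control wells and 100% = ellipticine 6 µM median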
#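 System: SV40-immortalized XiGFP fibroblast cells, line 68-5-11 / Incubation: 3-day compound exposure, then 15 min fixation at room temperature / Compound: single concentration per compound, delivered by pin transfer / Buffer or medium: DMEM plus 5-aza-dC sensitizer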
# PAX8 reporter: PAX8 transcriptional activity inhibition. RMG-I TPO-luciferase reporter, SteadyGlo, 24 h. 360,000 tested, 1.2% active. AID 652154. inhibition, % at 12.6 µM;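 active = mean replicate inhibition at least 60% with every replicate also reaching 60%; inconclusive = only one of the two criteria is met; inactive = mean below 60% and not all replicates reaching 60%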;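 note: luciferase light reporting Pax8 driven TPO promoter activity; plate controls were median of neutral control wells for no effect and mitoxantrone controls for full effect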
# ERp5 inh: inhibitors of human ERp5. Q15084. ERp5 insulin aggregation, absorbance 650 nm, 90 min. inhibition, % at 9.99 µM. 350,000 tested, 0.05% active. AID 651711;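 active = mean replicate inhibition above about 25%, with every replicate also reaching it, limit read from the data, passing the limit was not always enough; inconclusive = only one of those two criteria met; inactive = neither criterion met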
# Target sequence (Q15084 whole entry, looked up): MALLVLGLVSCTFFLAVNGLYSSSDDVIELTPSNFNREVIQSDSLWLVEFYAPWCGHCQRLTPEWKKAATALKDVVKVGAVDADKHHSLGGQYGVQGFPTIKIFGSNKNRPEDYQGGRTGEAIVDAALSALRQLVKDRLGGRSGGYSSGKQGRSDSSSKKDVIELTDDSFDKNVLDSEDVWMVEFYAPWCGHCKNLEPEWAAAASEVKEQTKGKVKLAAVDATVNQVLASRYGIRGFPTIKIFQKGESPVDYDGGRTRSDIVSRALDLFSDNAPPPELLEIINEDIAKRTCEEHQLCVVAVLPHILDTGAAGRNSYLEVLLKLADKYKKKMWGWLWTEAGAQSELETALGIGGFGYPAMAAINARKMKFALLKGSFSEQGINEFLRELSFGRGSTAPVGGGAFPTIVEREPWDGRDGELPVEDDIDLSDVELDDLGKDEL
# EWS-Fli block: inhibitors of EWS/Fli oncoprotein transcriptional activity. A673 NR0B1-luciferase reporter, viability-normalised. inhibition, % at 12.6 µM. 350,000 tested, 0.67% active. AID 651661;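 active = mean inhibition of at least 50% after viability correction, with every replicate also passing that limit; inconclusive = mean reaches 50% but only one of two replicates passes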;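 note: firefly luciferase signal divided by Alamar Blue viability fluorescence both relative to DMSO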
# INS-1E GSIS act: GLuc luminescence reporter in INS-1E cells, primary screen for activators of glucose-dependent secretion of insulin; AID 743287; INS-1E GLuc reporter insulin secretion, 2-3 h; activation, % at 16.6 µM; 370,000 tested, 0.61% active;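 active = lowest replicate activation of at least 40%, so every replicate reaches that level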;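 note: 0% = median of neutral control wells and 100% = median of IBMX positive control wells; some compounds called inactive have numbers as strong as hits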
# F508del corr: correctors of CFTR F508del function in bronchial epithelial cells | activity (quench increase), % at 7.58 µM | CFBE cells, YFP halide quenching; stimulated with forskolin plus potentiator P3; % fluorescence drop versus neutral controls | 350,000 tested, 0.36% active | AID 720511;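 active = mean added fluorescence quench of at least 8% versus neutral control, with both replicates also reaching 8%; inconclusive = only one of the mean or replicate conditions met; inactive = mean below 8% and not both replicates reaching 8%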;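 note: cells transiently co-express mutant CFTR-F508del with the halide-sensitive YFP; corrector assay measuring rescue of mutant channel to the surface after 24 h compound exposure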
# DENV2 CPE rescue: inhibitors of DENV2 cytopathic effect. AID 651640. 350,000 tested, 1.7% active. CPE inhibition, % at 9.99 µM. DENV2-infected cells, cytopathic effect rescue, plate reader; in the data active = CPE inhibition above about 20%, passing the limit was not always enough; inconclusive = no clear call, values can overlap the other calls; tested in BHK-21 cells;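 note: 0% = median of neutral control wells and 100% = median of positive control wells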
# ARNT TACC3 PPI: ARNT/TACC3 interaction disruption | AID 623870 | AlphaScreen His-ARNT PAS-B/GST-TACC3 binding, luminescence; TACC3 fragment carries E629A point mutation | 390,000 tested, 0.66% active | inhibition, % at 9.99 µM | Q9Y6A5;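 active = mean inhibition of replicates at least 50% and at least half of replicates each reaching 50%; inconclusive = half or more replicates reach 50% but mean below 50%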;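 note: 0% = complete ARNT plus TACC3 wells and 100% = ARNT alone without TACC3; many hits fall short of the cut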
# Starred values were filed as active, the others as inactive; ? = inconclusive; / = no result given; & = joins results of further samples; ! = a repeat was not active. Outcome played no part in choosing rows; overall some 4.2% were active at least once.
SMILES,XiGFP reactiv,PAX8 reporter,ERp5 inh,EWS-Fli block,INS-1E GSIS act,F508del corr,DENV2 CPE rescue,ARNT TACC3 PPI
O=C(CSC(=S)N1CCCC1)NCC(=O)Nc1ccc(F)c(F)c1,0.0,0,-2,-4,-28,-1.3,-12,2
CCOC(=O)C1CCN(C(=O)CN(c2ccc(Oc3ccccc3)cc2)S(C)(=O)=O)CC1,0.0,-2,-4,-3,-22,-6.7,5,-3
O=C(CN1C(=O)CCC1=O)Nc1cccc(NC(=O)CN2C(=O)CCC2=O)c1,0.4,-6,3,-5,10,-2.9,/,-6
C[C@H]1CN([C@@H](C)CO)C(=O)CCCn2nncc2CO[C@H]1CN(C)C(=O)Nc1ccc(F)cc1,-0.3,-1,1,-3,1,-2.6,13,2
COc1ccc2c3c([nH]c2c1)[C@@H](CO)N(C(=O)c1cccc(F)c1)CC31CCN(C(=O)CC2CC2)CC1,0.3,/,0,8,16,-3.9,2,/
C[C@H](CO)N1C[C@H](C)[C@H](CN(C)C(=O)C2CCCCC2)OCCCC[C@H](C)Oc2ccc(N(C)C)cc2C1=O,-0.1,12,0,0,-9,2.0,8,10
O=C(CC[C@H]1O[C@@H](n2cnc3c(NC(=O)c4ccccc4)ncnc32)[C@H](O)[C@@H]1O)NCc1ccc(OC(F)(F)F)cc1,0.2,5,4,1,27,0.4,-9,/
C[C@H](CO)N1C[C@H](C)[C@H](CN(C)Cc2ccncc2)OCCCC[C@H](C)Oc2ccc(NC(=O)Nc3ccccc3)cc2C1=O,0.2,6,5,/,-12,1.4,-4,0
C[C@H]1CN([C@@H](C)CO)C(=O)c2cc(-c3ccncc3)cnc2O[C@H]1CN(C)Cc1ccc(F)cc1,-1.2,/,5,-6,12,-1.5,14,44*
CC(=O)C[C@H]1SC[C@@H](C(C)C)N1S(=O)(=O)c1ccc(C)cc1,0.3,-19,1,-5,23,-0.4,-4,/
Cc1ccccc1CS(=O)(=O)c1nnc([C@H](CC(C)C)NC(=O)OC(C)(C)C)o1,/,/,3,1,35,-2.2,2,1
C[C@@H]1CN([C@H](C)CO)C(=O)Cc2cc(NC(=O)CCCCCC(=O)Nc3ccccc3N)ccc2O[C@H]1CN(C)CC1CC1,-0.1,/,4,12,3,-0.7,9,0
CCOC(=O)C1=NOC(CNc2ncc(C(F)(F)F)cc2Cl)C1 (stereo not drawn),0.0,-4,-4,10,-7,-7.9,2,-6
C[C@@H]1CCCCO[C@@H](CN(C)S(=O)(=O)c2ccc(F)cc2)[C@H](C)CN([C@@H](C)CO)C(=O)c2cc(NS(C)(=O)=O)ccc2O1,0.2,-9,4,2,6,-3.9,5,-7
C[C@H](CO)N1C[C@H](C)[C@H](CN(C)S(=O)(=O)c2ccccc2)OCc2cn(nn2)CCCC1=O,0.0,-4,/,5,17,-0.4,/,/
CC(=O)c1cccc(NC(=O)CCC(=O)Oc2ccc(C)cc2)c1,0.3,11,-5,-1,222*,-1.6,1,-6
Cc1ccc(Nc2nnc(-c3ccncc3)s2)c(Br)c1,0.0,45,6,-2,6,0.0,/,-3
C[C@H](CO)N1C[C@H](C)[C@@H](CN(C)Cc2ccc(C(=O)Nc3ccccc3N)cc2)Oc2c(NS(=O)(=O)c3ccc(Cl)cc3)cccc2C1=O,-0.4,-8,-4,27,14,0.5,-11,/
Cc1cccc(C(=O)N(Cc2nc3ccccc3c(=O)[nH]2)C2CCCC2)c1,0.0,-5,-4,8,3,1.2,10,-1
CO[C@@H]1CN(C)C(=O)c2cc(NC(=O)NC(C)C)ccc2OC[C@@H](C)N(C(=O)CC2CC2)C[C@H]1C,-0.2,/,-4,2,-13,-3.1,12,1

# Gathered by group, the compounds so far containing a Cl atom
SMILES,XiGFP reactiv,PAX8 reporter,ERp5 inh,EWS-Fli block,INS-1E GSIS act,F508del corr,DENV2 CPE rescue,ARNT TACC3 PPI
CCOC(=O)C1=NOC(CNc2ncc(C(F)(F)F)cc2Cl)C1 (stereo not drawn),0.0,-4,-4,10,-7,-7.9,2,-6
C[C@H](CO)N1C[C@H](C)[C@@H](CN(C)Cc2ccc(C(=O)Nc3ccccc3N)cc2)Oc2c(NS(=O)(=O)c3ccc(Cl)cc3)cccc2C1=O,-0.4,-8,-4,27,14,0.5,-11,/

# Further results
SMILES,XiGFP reactiv,PAX8 reporter,ERp5 inh,EWS-Fli block,INS-1E GSIS act,F508del corr,DENV2 CPE rescue,ARNT TACC3 PPI
Cn1[nH]c(C(F)(F)F)cc1=O,0.0,-7,-2,13,-9,-1.8,/,-1
CC(C)NC(=O)Nc1cccc2c1O[C@H](CN(C)Cc1ccc3c(c1)OCO3)[C@H](C)CN([C@H](C)CO)C2=O,0.8,10,/,/,-1,-1.4,/,/
Cn1c(N)c(C(=O)COC(=O)c2ncc(Cl)c(Cl)c2Cl)c(=O)n(C)c1=O,0.0,28,0,14,9,-2.3,7,/
CC(C)C#Cc1cnc2c(c1)C(=O)N([C@@H](C)CO)C[C@H](C)[C@H](CN(C)C(=O)c1cnccn1)O2,0.6,/,-3,-23,21,1.1,0,-23
CN(C)c1nc(Nc2ccc(F)cc2)nc(Oc2ccc(F)cc2)n1,0.1,10,5,-3,1,1.8,-4,-6
Cc1cc(NC(=O)C(C)SCC(=O)N(C)CC(=O)Nc2ccc(Br)cc2C)no1 (stereo not drawn),0.1,6,3,-12,-2,-4.5,4,-3
CCN(CC)C(=O)Cn1cc(C(=O)C(=O)NCCc2ccc(S(N)(=O)=O)cc2)c2ccccc21,0.0,2,1,-3,9,1.9,10,/
CCOC(=O)N/N=C/c1ccc(OC)c(O)c1,0.3,1,-2,6,-8,4.8,-1,-4
CCCCCCCN1CCN=C1Nc1ccccc1,-0.2,-19,4,-1,6,0.9,12,-3
CN(CCNC(=O)c1cc2c(-c3ccccc3F)nn(C)c2s1)C1CCCCC1,-0.1,-11,-1,8,-16,0.9,-5,24
Cc1ccccc1NC(=O)COC(=O)Cc1ccsc1,-0.1,-10,2,4,-3,-3.3,-5,0
CCCn1c(NC(=O)c2ccc(F)cc2)nc2ccccc21,0.3,-21,-3,-4,7,1.7,2,-3
COc1ccc2c3c([nH]c2c1)[C@@H](CO)N(CC1CC1)CC31CCN(C(=O)c2ccccc2F)CC1,-0.1,48,-2,19,5,2.6,-2,/
CNC[C@H]1OCc2cn(nn2)CCCC(=O)N([C@H](C)CO)C[C@@H]1C,0.3,/,-2,-6,6,-2.6,0,2
CN1C(=O)c2cc(NC(=O)c3ccc(F)cc3)ccc2OC[C@@H]2O[C@@H](CC(=O)O)CC[C@H]21,0.2,3,-3,-5,-2,1.0,5,-15
COc1ccc(S(=O)(=O)N(C)C[C@H]2Oc3c(NC(=O)c4ccncc4)cccc3C(=O)N([C@H](C)CO)C[C@@H]2C)cc1,0.0&0.1,-9,-1&-2,-4&-1,4&-7,1.4&-0.1,25*!,1&2
CSc1ccccc1NC(=O)CN(C)CC(=O)c1[nH]c(C)c(C(C)=O)c1C,1.5,/,2,-1,-4,2.4,-3,-10
O=C(/C=C/c1ccc(Cl)cc1Cl)OCC(=O)N1CCCC1,0.2,5,-4,10,-1,-1.7,-8,/
Cc1ccc(S(=O)(=O)NC(Cc2ccc(Cl)cc2)C(=O)O)cc1 (stereo not drawn),0.3,5,3,-1,15,-4.3,-3,-13
Cc1nnc(NC(=O)CSc2nnc(C)c(=O)n2N)s1,0.1,/,-8,2,3,-2.9,?,4

# Reprinted at random: 3 entries already listed.
SMILES,XiGFP reactiv,PAX8 reporter,ERp5 inh,EWS-Fli block,INS-1E GSIS act,F508del corr,DENV2 CPE rescue,ARNT TACC3 PPI
Cc1nnc(NC(=O)CSc2nnc(C)c(=O)n2N)s1,0.1,/,-8,2,3,-2.9,?,4
CC(=O)c1cccc(NC(=O)CCC(=O)Oc2ccc(C)cc2)c1,0.3,11,-5,-1,222*,-1.6,1,-6
Cc1ccc(Nc2nnc(-c3ccncc3)s2)c(Br)c1,0.0,45,6,-2,6,0.0,/,-3

# New compounds follow
SMILES,XiGFP reactiv,PAX8 reporter,ERp5 inh,EWS-Fli block,INS-1E GSIS act,F508del corr,DENV2 CPE rescue,ARNT TACC3 PPI
CCS(=O)(=O)n1nc(-c2ccco2)nc1N,0.0,12,6,-49,9,4.5,9,-1
O=C(Nc1ncccc1O)c1cccc(S(=O)(=O)N2CCN(c3ccc(F)cc3)CC2)c1,-0.7,3,-5,2,-25,-0.5,2,8
Cc1cccc(NC(=O)CSCC(=O)OCc2ccccn2)c1,0.0,-13,2,-5,8,-0.3,11,-3
COc1cc(OC)c2ccc(=O)oc2c1C(CCN1CCCCC1)c1ccc(N(C)C)cc1 (stereo not drawn),0.0,-2,/,-2,-4,2.1,/,13
Cc1c(C)c2ccc(OCC(=O)NCCN3CCOCC3)c(C)c2oc1=O,0.0,-17,-4,-3,38,1.3,1,-2
COc1ccc(C(=O)N2CCC(C(=O)Nc3cccc(C)c3)CC2)cc1OC,/,/,-1,0,8,1.0,-2,2
Cc1ccc(S(=O)(=O)N2CC[C@@H]3[C@@H](CO)Nc4ccc(C#Cc5cccc(F)c5)cc4[C@@H]32)cc1,0.2,-15,3,0,12,3.6,-12,17
Cc1ccc(C23CC4CC(CC(NC(=O)NN)(C4)C2)C3)cc1,0.0,-10,-1,/,-10,0.4,5,1
CCCCCc1nc2sc3c(c2c(=O)n1NC(=O)c1ccc([N+](=O)[O-])cc1)CC(C)(C)OC3,0.1,7,4,12,-27,3.4,-6,/
CN1CCN(c2nc3ccccn3c(=O)c2/C=C(\C#N)S(=O)(=O)c2ccc(Cl)cc2)CC1,0.0,-3,-3,-1,/,0.7,7,12
CCn1c(=O)c2ccccc2n2c(SCC(=O)N3CCCc4ccccc43)nnc12,/,/,-7,-11,19,0.2,/,-14
N#CCC(=O)Nc1ccc(C(=O)NCCc2c[nH]c3ccccc23)cc1,0.3,10,0,8,2,-1.2,3,2
COc1ccc(-c2cc3c(=O)n(CC(=O)NCc4ccccc4F)ncn3n2)cc1,0.2,-2,8,-16,-2,1.1,4,2
CNC(=O)C1=C[C@H](c2ccc(C(=O)OC)cc2)C[C@H](OCc2ccc(CO)cc2)O1,/,10,2,3,/,2.4,-4,-10
COc1cc(/C=C(/C#N)c2nc3ccccc3[nH]2)ccc1OCC(=O)Nc1ccccc1C,/,/,1,7,5,-0.7,/,-3
Cc1cn(S(=O)(=O)c2ccc(Cl)cc2)c(C)n1,0.3,-11,3,8,12,2.9,/,-2
C[C@@H]1CN([C@H](C)CO)C(=O)c2c(c3ccccc3n2C)-c2ccccc2CO[C@H]1CN(C)Cc1cccc(C(F)(F)F)c1,0.0,3,5,21,1,0.5,-10,/
CN(CCc1ccccn1)C(=O)CCC1CCCN(C(=O)c2cscn2)C1 (stereo not drawn),0.5,-21,2,-4,3,-1.4,/,7
COc1cc(NC(=S)NCc2cccs2)cc(OC)c1,-0.1,-22,/,/,10,/,/,6
COc1cc(/C=N/NC(=O)C2CC(=O)N(c3ccc(C)cc3)C2)cc(OC)c1OC (stereo not drawn),0.0,7,3,5,-2,1.0,6,-5

# Bioassay records: PubChem BioAssay, Broad Institute
